Assay outcomes: PubChem BioAssay, several laboratories
PME-1 primary: blocks human protein phosphatase methylesterase 1 | Q9Y570 | recombinant PME-1, FP-Rh probe fluorescence polarization | inhibition, % at 5.9 µM | hit rate 0.53% among 320,000;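 active = inhibition above the campaign mean of all compounds plus 3 SD, cut at about 26% in these data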;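 also: competitive labeling of PME-1 active site by serine hydrolase directed probe; 0% = PME-1 with DMSO and 100% = wells lacking PME-1 enzyme; inhibitors block probe labeling so polarization falls and inhibition rises; many of its hits are not listed in these tables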
Target sequence (Q9Y570 whole entry, looked up): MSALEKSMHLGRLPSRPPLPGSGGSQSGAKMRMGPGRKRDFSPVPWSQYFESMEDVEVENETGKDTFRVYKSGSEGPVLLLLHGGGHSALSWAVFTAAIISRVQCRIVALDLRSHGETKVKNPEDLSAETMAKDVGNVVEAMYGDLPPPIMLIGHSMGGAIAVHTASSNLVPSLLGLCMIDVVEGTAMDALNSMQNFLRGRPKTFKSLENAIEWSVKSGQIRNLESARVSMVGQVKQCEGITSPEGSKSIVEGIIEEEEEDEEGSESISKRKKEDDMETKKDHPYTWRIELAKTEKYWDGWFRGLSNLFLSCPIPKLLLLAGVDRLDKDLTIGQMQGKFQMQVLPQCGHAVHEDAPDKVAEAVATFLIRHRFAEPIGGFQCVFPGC
GRK2 inh: inhibitors of human GRK2 displacing RNA aptamer. P25098. bead flow cytometry, FAM-aptamer displacement from GRK2. inhibition of aptamer binding, % at 10 µM. hit rate 0.59% among 330,000. AID 488847;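 active = inhibition of aptamer binding above 40%, roughly 3 SD of noise, on plates passing a quality check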;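 also: median bead fluorescence of bound FAM aptamer so fluorescent compounds give negative values; no value below 0 was filed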
MEX-5 binding: C. elegans MEX-5 TCR-2 RNA binding activity | Q9XUB2 | MEX-5/FITC-TCR2 RNA binding, fluorescence polarization; hits give low values | activity score (negative = inhibition of binding), % at 10 µM | hit rate 0.38% among 300,000 | AID 1832;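 active = inhibition past about -25% in most replicates, and total fluorescence under double the plate's negative control median, limit read from the data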;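 also: 0% = DMSO and -100% = 5 µM competing unlabeled TCR2 RNA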
Efflux pump inh: blocks antifungal efflux pumps in multiplex yeast assay. S. cerevisiae Candida pump triplex, Nile Red efflux. inhibition, % at 10 µM. hit rate 0.44% among 330,000;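 active = plate passing quality check with inhibition over a set limit, or well fluorescence over plate mean plus 4 SD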;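 also: Nile Red retained in pooled yeast measured as flow cytometry median fluorescence; 0% = buffer negative control and 100% = Enniatin B positive control; higher means more Nile Red kept so more efflux inhibition; some compounds called inactive have numbers as strong as hits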
GLD-1 RNA inh: GLD-1-TGE RNA interaction inhibition (C. elegans) | inhibition, % at 5.96 µM | Q17339 | purified GLD-1 + fluorescein TGE RNA, fluorescence polarization | hit rate 0.44% among 320,000;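 active = percent inhibition above a per-plate cutoff, the plate mean of test compounds plus 3 SD, cut at about 30% in these data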;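 also: 0% = DMSO wells with GLD-1 and probe and 100% = wells lacking GLD-1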
VLA-4 inh: inhibition in a human VLA-4 binding assay; P13612; VLA-4 expressing cells, ligand binding flow cytometry; inhibition, % (about 7 µM as worked out from the volumes in the protocol); hit rate 0.2% among 330,000; AID 2557; in the data active = inhibition above about 50%
Bcl-xL primary: Bcl-xL (human) inhibition; Q07817; GST-Bcl-xL / FITC-Bim BH3 peptide fluorescence polarization; inhibition, % at 10.9 µM; hit rate 0.7% among 320,000; AID 2129;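 active = inhibition above the mean of all tested compounds plus 3 SD, cutoff set per campaign, cut at about 30% in these data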;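 also: 0% = DMSO wells and 100% = unlabeled Bim-BH3 peptide competitor; inhibitors lower millipolarization by displacing the labeled peptide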
Target sequence (Q07817 whole entry, looked up): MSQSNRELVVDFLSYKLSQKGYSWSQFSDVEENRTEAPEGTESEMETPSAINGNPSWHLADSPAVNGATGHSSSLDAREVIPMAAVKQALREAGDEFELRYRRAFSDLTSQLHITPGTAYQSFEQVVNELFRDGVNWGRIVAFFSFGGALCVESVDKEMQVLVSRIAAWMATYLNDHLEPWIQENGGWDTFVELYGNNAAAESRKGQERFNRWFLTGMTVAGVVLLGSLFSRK
MCL1 BIM primary: inhibitors of human MCL1 binding to BIM-BH3 peptide; hit rate 0.68% among 320,000; Q07820; GST-MCL1 / FITC-Bim-BH3 fluorescence polarization; inhibition, % at 10.9 µM;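 active = inhibition above the mean inhibition of all tested compounds plus 3 SD, set per campaign, cut at about 40% in these data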;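 also: 0% = DMSO wells and 100% = unlabeled Bim-BH3 peptide control; higher means more loss of mP so more displacement of Bim peptide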
Target sequence (Q07820 whole entry, looked up): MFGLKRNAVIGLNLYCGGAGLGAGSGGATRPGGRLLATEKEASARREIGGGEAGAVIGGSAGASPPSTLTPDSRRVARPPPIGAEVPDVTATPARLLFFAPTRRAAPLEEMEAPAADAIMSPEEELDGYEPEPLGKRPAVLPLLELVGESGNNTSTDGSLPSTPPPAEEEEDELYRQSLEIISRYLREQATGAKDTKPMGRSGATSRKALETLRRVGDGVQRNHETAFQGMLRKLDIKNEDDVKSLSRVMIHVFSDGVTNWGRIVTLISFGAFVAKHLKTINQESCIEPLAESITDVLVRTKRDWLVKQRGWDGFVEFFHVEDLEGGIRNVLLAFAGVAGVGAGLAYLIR
Fam108B inh: counter-screen for RBBP9 inhibitors: inhibitors of mouse Fam108B | recombinant Fam108B, FP-Rh probe fluorescence polarization | inhibition, % at 9.51 µM | hit rate 0.33% among 300,000 | AID 1947;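 active = inhibition above the screen mean inhibition plus 3 SD, computed separately per campaign, cut at about 18% in these data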;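 also: inhibitors lower polarization as less probe binds the enzyme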
Starred values were filed as active, the others as inactive; · = not tested or not shown. A portion of the library, so the mix of outcomes need not match the whole.

SMILES	PME-1 primary	GRK2 inh	MEX-5 binding	Efflux pump inh	GLD-1 RNA inh	VLA-4 inh	Bcl-xL primary	MCL1 BIM primary	Fam108B inh
CCN(CC)CCNC(=O)C(Oc1ccccc1)Oc1ccccc1	-4	0	-3.2	0.1	2	1	5	3	4
Cc1cc(NC(=O)c2ccno2)no1	-5	4	-2.0	-0.1	-7	0	0	0	4
COc1ccc([N+](=O)[O-])cc1N(CC(=O)NC(C(C)C)C(C)C)S(C)(=O)=O	2	0	-1.3	0.4	-11	5	-2	-4	-4
CSc1ccccc1NC(=O)c1ccccn1	-6	3	-0.6	0.2	-1	5	-4	4	-5
S=c1[nH]nc(-c2cc(-c3ccsc3)n[nH]2)n1-c1ccccc1	3	0	·	0.1	6	8	-8	-6	-1
COc1ccc(/C=C/C(=O)NC(=S)Nc2ccccc2)cc1OC	0	0	-1.0	0.0	-2	-6	-1	-5	1
C#CCO[C@@H]1C[C@H](n2cnc3c(NC(=O)c4ccccc4)ncnc32)O[C@@H]1CO	-4	0	1.1	-0.1	2	-8	1	0	1
Fc1ccc(CN2CCSCC2)cc1F	-2	0	-1.3	0.0	6	5	2	5	2
COC(=O)c1coc(-c2ccc(C)cc2)c1C(=O)OC	1	0	-3.4	-0.2	-1	-6	4	4	1
Cc1c(CCC(C)C)c(-n2ccnc2C)n2c(nc3ccccc32)c1C#N	0	4	-0.5	0.0	0	-12	-3	-3	-4
CCOC(=O)C1=C(C)NC(=O)NC1c1ccc(OC(=O)c2ccco2)c(OC)c1 (stereo not given)	1	0	-0.5	-0.1	-1	-4	-6	-5	1
CC(C)(C)C1CCC(=O)C(C2(O)C(=O)Nc3ccccc32)C1 (stereo not given)	6	0	-3.3	0.0	-1	22	10	4	3
Cc1nc(NC(=O)COC(=O)c2ccc(CO)cc2)c(Cl)cc1Cl	·	0	·	-0.1	11	3	·	·	·
Cc1cc(NC(=O)CCC(=O)N(CC(=O)NCC2CCCO2)c2ccc(Cl)c(Cl)c2)no1 (stereo not given)	2	0	0.9	0.7	-3	-8	-2	2	6
Cc1ccc(Cn2c(N3CCN(C)CC3)nc3c2c(=O)[nH]c(=O)n3C)cc1	3	0	-3.9	0.2	-15	5	0	0	2
Cc1ccc(S(=O)(=O)N2CCCC2CNC(=O)C(=O)NCc2cccs2)cc1 (stereo not given)	14	0	1.8	-0.1	-3	4	3	7	4
O=C(C[n+]1cccc(Br)c1)c1ccc(-c2ccccc2)cc1	0	0	1.8	0.0	-7	-19	0	-2	3
Cc1cccc(C(=O)NCC(=O)NC(C)CCc2ccccc2)c1 (stereo not given)	3	0	0.2	-0.4	1	12	5	-3	-1
COc1cccc(Nc2nc(NCCO)nc(N3CCCC3)n2)c1	1	0	1.3	-0.1	2	2	2	6	-2
Cc1csc(NC(=O)Nc2ccccc2[N+](=O)[O-])n1	-4	0	0.7	-0.1	-6	21	0	-6	-4
C/C(=N\NC(=O)c1ccc(-n2cnnn2)cc1)c1ccc(Cl)cc1	-5	2	·	-0.1	4	12	3	0	·
O=[N+]([O-])c1ccccc1S(=O)(=O)N1CCSCC1	-1	0	·	-0.2	3	15	5	4	·
Cc1ccccc1NC(=S)NNc1ncc(C(F)(F)F)cc1Cl	-3	0	0.1	-0.1	-8	-9	2	2	5
CCn1nc(C(=O)OCC(=O)Nc2ncc(Cl)c(C)c2Cl)c2ccccc2c1=O	-1	3	-2.5	-0.3	9	9	23	27	-1
Cc1ccc(C(C(=O)NC2CCCCC2)N(C(=O)c2csnn2)c2ccccc2F)o1 (stereo not given)	4	0	2.0	0.1	-5	-15	10	8	0

Three entries already listed, sorted by heavy-atom count, largest number first:
SMILES	PME-1 primary	GRK2 inh	MEX-5 binding	Efflux pump inh	GLD-1 RNA inh	VLA-4 inh	Bcl-xL primary	MCL1 BIM primary	Fam108B inh
CCn1nc(C(=O)OCC(=O)Nc2ncc(Cl)c(C)c2Cl)c2ccccc2c1=O	-1	3	-2.5	-0.3	9	9	23	27	-1
Cc1ccc(S(=O)(=O)N2CCCC2CNC(=O)C(=O)NCc2cccs2)cc1 (stereo not given)	14	0	1.8	-0.1	-3	4	3	7	4
COc1ccc([N+](=O)[O-])cc1N(CC(=O)NC(C(C)C)C(C)C)S(C)(=O)=O	2	0	-1.3	0.4	-11	5	-2	-4	-4

New compounds follow:
SMILES	PME-1 primary	GRK2 inh	MEX-5 binding	Efflux pump inh	GLD-1 RNA inh	VLA-4 inh	Bcl-xL primary	MCL1 BIM primary	Fam108B inh
O=C(CSc1nc2ccccc2[nH]1)c1ccccc1F	-6	2	1.9	-0.1	4	-5	2	-2	-3
Cc1[nH][nH]c(=O)c1C(c1ccc(-c2ccc(Cl)cc2)o1)c1c(C)[nH][nH]c1=O	3	1	1.0	-0.1	-2	-1	8	11	3
CCN(Cc1ccccc1)S(=O)(=O)c1ccc(S(=O)(=O)N(Cc2ccccn2)Cc2ccco2)cc1	1	1	0.1	-0.1	-3	1	-2	2	2
CCOC(=O)Cn1nc(NC(=O)c2cc(OC)cc(OC)c2)cc1C	-2	2	0.7	0.0	-1	14	-1	-5	-1
NC(=O)C1(c2ccccc2)CCCN1C(=O)c1ccccc1Br (stereo not given)	-1	3	2.1	-0.1	2	29	12	1	-1
Clc1cccc(-c2ccc(C3Nc4cccc5cccc(c45)N3)o2)c1	·	3	·	-0.4	15	-11	·	·	·
COc1ccc(NS(=O)(=O)c2cc(-c3nnnn3C)ccc2OC)cc1	-1	0	-2.3	-0.2	4	8	4	7	0
CC(=O)c1sc(N/N=C/c2cccc([N+](=O)[O-])c2)nc1C	0	0	-1.8	-0.1	4	4	2	-1	-4
COc1ccc(-n2c(C)cc(C(=O)CN3C(=O)c4ccccc4C3=O)c2C)cc1	-1	4	-0.4	0.0	7	7	6	5	0
O=C(c1ccncc1)N(Cc1ccco1)Cc1cc2ccccc2[nH]c1=O	-3	4	-0.2	0.0	5	-1	6	1	2
Nc1cc(C(=O)OCC(=O)c2ccc(CC(=O)N3CCOCC3)s2)ccc1Cl	2	0	·	0.2	1	14	1	28	·
CCN1C(=O)C(O)(CC(=O)c2cc(C)ccc2C)c2ccccc21 (stereo not given)	6	2	-0.3	0.0	5	10	12	2	3
COc1ccc(C(=O)NCC(=O)N2CCN(c3ccc(F)cc3)CC2)cc1	2	0	-1.5	-0.1	4	-4	2	1	1
Cn1ccnc1Sc1ccccc1[N+](=O)[O-]	9	0	0.0	-0.1	4	3	0	0	8
COc1ccc(/C=C2\SC(=S)N(NS(=O)(=O)c3ccc(C)cc3)C2=O)c(OC)c1	-10	5	-3.6	-0.2	-24	2	0	1	0
Cc1cccc(NC(=S)NC2CC3CCCC(C2)N3Cc2ccco2)c1 (stereo not given)	-2	2	-1.4	0.2	2	-1	6	8	7
CCNC(=S)N1CCN(c2ccccc2OCC)CC1	1	0	-0.1	0.2	9	8	2	12	1
C/C=C\C(=O)Nc1cccc(C2=NOC3(C2)C[C@@H](C(N)=O)N(C(=O)c2ccc(OC)cc2)C3)c1 (stereo not given in full)	-3	7	2.3	-0.1	-5	0	-1	6	-2
COc1ccc(N(CC(=O)Nc2nccs2)S(=O)(=O)c2c(C)[nH]c(=O)[nH]c2=O)cc1	0	1	-5.1	0.0	5	21	6	7	1
COc1cc(/C=C2/SC(=S)N(CC(=O)O)C2=O)ccc1OC(=O)c1cccs1	-45	0	-0.5	0.0	5	-2	11	11	-28
Cc1ccc(NC(=O)Cn2c(CCC(=O)O)ccc2-c2ccc(Cl)cc2)cc1	-5	1	-2.6	-0.2	7	14	1	-4	2
COc1ccc(C2CC(=O)N(C)c3ccccc3S2)cc1 (stereo not given)	-1	2	1.4	0.0	6	11	4	-18	0
CN1CCSc2ccc(C(=O)Nc3ccc(Cl)cc3)cc21	-3	0	-1.5	0.1	-5	-5	1	7	-2

Given bar-delimited: entries from further up.
molecule | PME-1 primary | GRK2 inh | MEX-5 binding | Efflux pump inh | GLD-1 RNA inh | VLA-4 inh | Bcl-xL primary | MCL1 BIM primary | Fam108B inh
O=C(c1ccncc1)N(Cc1ccco1)Cc1cc2ccccc2[nH]c1=O | -3 | 4 | -0.2 | 0.0 | 5 | -1 | 6 | 1 | 2
Nc1cc(C(=O)OCC(=O)c2ccc(CC(=O)N3CCOCC3)s2)ccc1Cl | 2 | 0 | · | 0.2 | 1 | 14 | 1 | 28 | ·
CCN1C(=O)C(O)(CC(=O)c2cc(C)ccc2C)c2ccccc21 (stereo not given) | 6 | 2 | -0.3 | 0.0 | 5 | 10 | 12 | 2 | 3
COc1ccc(C(=O)NCC(=O)N2CCN(c3ccc(F)cc3)CC2)cc1 | 2 | 0 | -1.5 | -0.1 | 4 | -4 | 2 | 1 | 1
Cn1ccnc1Sc1ccccc1[N+](=O)[O-] | 9 | 0 | 0.0 | -0.1 | 4 | 3 | 0 | 0 | 8
COc1ccc(/C=C2\SC(=S)N(NS(=O)(=O)c3ccc(C)cc3)C2=O)c(OC)c1 | -10 | 5 | -3.6 | -0.2 | -24 | 2 | 0 | 1 | 0
Cc1cccc(NC(=S)NC2CC3CCCC(C2)N3Cc2ccco2)c1 (stereo not given) | -2 | 2 | -1.4 | 0.2 | 2 | -1 | 6 | 8 | 7
CCNC(=S)N1CCN(c2ccccc2OCC)CC1 | 1 | 0 | -0.1 | 0.2 | 9 | 8 | 2 | 12 | 1
C/C=C\C(=O)Nc1cccc(C2=NOC3(C2)C[C@@H](C(N)=O)N(C(=O)c2ccc(OC)cc2)C3)c1 (stereo not given in full) | -3 | 7 | 2.3 | -0.1 | -5 | 0 | -1 | 6 | -2
COc1ccc(N(CC(=O)Nc2nccs2)S(=O)(=O)c2c(C)[nH]c(=O)[nH]c2=O)cc1 | 0 | 1 | -5.1 | 0.0 | 5 | 21 | 6 | 7 | 1
COc1cc(/C=C2/SC(=S)N(CC(=O)O)C2=O)ccc1OC(=O)c1cccs1 | -45 | 0 | -0.5 | 0.0 | 5 | -2 | 11 | 11 | -28
Cc1ccc(NC(=O)Cn2c(CCC(=O)O)ccc2-c2ccc(Cl)cc2)cc1 | -5 | 1 | -2.6 | -0.2 | 7 | 14 | 1 | -4 | 2
COc1ccc(C2CC(=O)N(C)c3ccccc3S2)cc1 (stereo not given) | -1 | 2 | 1.4 | 0.0 | 6 | 11 | 4 | -18 | 0
CN1CCSc2ccc(C(=O)Nc3ccc(Cl)cc3)cc21 | -3 | 0 | -1.5 | 0.1 | -5 | -5 | 1 | 7 | -2
